# Bioassay records as filed in PubChem BioAssay.
# PAD4 inh: human PAD4 inhibitors, primary screen, biochemical, fluorescence polarization, 1536-well format; AID 485272, 2010; 330,000 tested, 0.41% active; Protein-arginine deiminase type-4 (Homo sapiens), Q9UM07; recombinant PAD4, RCA probe fluorescence polarization; inhibition, % at 6.36 µM;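 active = percent inhibition above a cutoff equal to the mean of all tested compounds plus 3 SD, cut at about 15% in these data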;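 note: 0% = PAD4 with RCA probe and DMSO and 100% = probe without PAD4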
# PAFAH1B2 inh: PAFAH1B2 enzyme inhibitors, primary screen, biochemical, fluorescence polarization, human. Platelet-activating factor acetylhydrolase IB subunit alpha2 (Homo sapiens), P68402. 340,000 tested, 1.2% active. AID 492953, 2010. recombinant PAFAH1B2, FP-rhodamine activity probe. inhibition, % at 3.39 µM;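 active = inhibition above the mean of all tested compounds plus 3 SD, cut at about 24% in these data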;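 note: 0% = enzyme with DMSO and 100% = wells lacking PAFAH1B2; many of its hits are not listed in these tables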
# LYPLA1 counter: LYPLA1 inhibitors, primary screen, counter-screen for PME1 inhibitor project, biochemical, fluorescence polarization, FP-Rh probe ABPP; Acyl-protein thioesterase 1 (Homo sapiens), O75608; recombinant LYPLA1; inhibition, % at 5.9 µM; 320,000 tested, 0.16% active; AID 2174, 2009;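 active = inhibition above the mean of all tested compounds plus 3 SD, set per campaign, cut at about 14% in these data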;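 note: inhibitors block serine hydrolase probe labeling of LYPLA1 so polarization falls; 0% = enzyme with DMSO and 100% = wells lacking LYPLA1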
# pPAFAH FP inh: pPAFAH enzyme inhibitors, primary screen, biochemical, fluorescence polarization, human; Platelet-activating factor acetylhydrolase (Homo sapiens), Q13093; inhibition, % at 3.39 µM; 330,000 tested, 1.5% active; recombinant pPAFAH, FP-rhodamine probe fluorescence polarization;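 active = inhibition above the mean inhibition across the screen plus 3 SD, cut at about 25% in these data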;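 note: inhibitors block binding of the rhodamine activity-based probe so polarization drops; 0% = enzyme with DMSO and 100% = wells lacking pPAFAH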
# PAFAH1B3 inh: PAFAH1B3 enzyme inhibitors, primary screen, biochemical, fluorescence polarization, human | Platelet-activating factor acetylhydrolase IB subunit alpha1 (Homo sapiens), Q15102 | recombinant PAFAH1B3, FP-rhodamine probe | inhibition, % at 3.39 µM | 340,000 tested, 0.28% active | AID 492972, 2010;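 active = inhibition above the screen-wide average of all tested compounds plus 3 SD, cut at about 25% in these data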;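 note: 0% = enzyme with DMSO only and 100% = wells lacking PAFAH1B3 protein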
# Target sequence (Q15102 whole entry, looked up): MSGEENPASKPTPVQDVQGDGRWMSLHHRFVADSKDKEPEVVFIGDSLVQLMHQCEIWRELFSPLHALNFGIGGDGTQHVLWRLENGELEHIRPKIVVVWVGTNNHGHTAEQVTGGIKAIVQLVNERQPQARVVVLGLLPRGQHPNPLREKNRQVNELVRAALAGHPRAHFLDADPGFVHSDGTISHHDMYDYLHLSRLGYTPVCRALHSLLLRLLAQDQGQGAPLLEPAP
# LYPLA2 counter: LYPLA2 inhibitors, primary screen, counter-screen for PME1 inhibitor project, biochemical, fluorescence polarization, FP-Rh probe ABPP; Acyl-protein thioesterase 2 (Homo sapiens), O95372; recombinant LYPLA2; inhibition, % at 5.9 µM; 320,000 tested, 0.38% active; AID 2177, 2009;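 active = inhibition above the screen-wide mean plus 3 SD, limit set per campaign, cut at about 26% in these data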;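 note: 0% = LYPLA2 with DMSO and 100% = wells lacking LYPLA2 enzyme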
# GSTO1 counter: inhibitors of recombinant GSTO1, primary screen, counter-screen for RBBP9 inhibitor project, biochemical, fluorescence polarization. AID 1974, 2009. inhibition, % at 5.96 µM. 300,000 tested, 1.1% active. activity-based probe fluorescence polarization;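 active = inhibition above the campaign mean inhibition plus 3 SD, cut at about 35% in these data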;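 note: 0% = GSTO1-1 with DMSO and 100% = wells lacking GSTO1-1 enzyme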
# Target sequence (P78417 whole entry, looked up): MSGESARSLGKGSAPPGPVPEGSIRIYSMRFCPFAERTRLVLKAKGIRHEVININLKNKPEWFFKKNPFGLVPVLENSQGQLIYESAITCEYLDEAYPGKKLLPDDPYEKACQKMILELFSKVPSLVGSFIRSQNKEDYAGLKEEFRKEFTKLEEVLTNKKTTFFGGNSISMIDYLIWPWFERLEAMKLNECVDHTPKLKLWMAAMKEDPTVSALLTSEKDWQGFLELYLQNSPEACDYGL
# PAFAH2 FP inh: PAFAH2 enzyme inhibitors, primary screen, biochemical, fluorescence polarization, human | Platelet-activating factor acetylhydrolase 2, cytoplasmic (Homo sapiens), Q99487 | recombinant PAFAH2, FP-rhodamine activity probe | inhibition, % at 3.39 µM | 340,000 tested, 0.99% active | AID 492956, 2010;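 active = inhibition above the mean over all tested compounds plus 3 SD, cut at about 30% in these data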;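 note: inhibitors block probe labeling of enzyme so polarization drops; 0% = enzyme with DMSO and 100% = wells lacking PAFAH2 protein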
# PME-1 inh: PME-1 inhibitors via competitive probe labeling, primary screen, biochemical, fluorescence polarization, FP-Rh probe, HTS; Protein phosphatase methylesterase 1 (Homo sapiens), Q9Y570; recombinant PME-1; inhibition, % at 5.9 µM; 320,000 tested, 0.53% active; AID 2130, 2009;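 active = inhibition above the campaign mean of all compounds plus 3 SD, cut at about 26% in these data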;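 note: competitive labeling of PME-1 active site by serine hydrolase directed probe; 0% = PME-1 with DMSO and 100% = wells lacking PME-1 enzyme; inhibitors block probe labeling so polarization falls and inhibition rises; many of its hits are not listed in these tables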
# Target sequence (Q9Y570 whole entry, looked up): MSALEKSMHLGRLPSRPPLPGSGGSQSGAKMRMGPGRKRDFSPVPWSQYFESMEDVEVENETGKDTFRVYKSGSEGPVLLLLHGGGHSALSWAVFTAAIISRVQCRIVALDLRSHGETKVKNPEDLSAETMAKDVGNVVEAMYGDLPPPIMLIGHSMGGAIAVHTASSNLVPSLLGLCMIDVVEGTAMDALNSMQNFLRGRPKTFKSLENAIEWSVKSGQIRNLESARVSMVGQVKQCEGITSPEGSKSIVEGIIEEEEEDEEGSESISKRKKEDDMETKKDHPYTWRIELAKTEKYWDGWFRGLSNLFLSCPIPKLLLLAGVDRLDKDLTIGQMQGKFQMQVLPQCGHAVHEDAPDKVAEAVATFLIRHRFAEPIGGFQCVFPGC
# An asterisk follows results filed as active; nt = no result given. A portion of the library. The share of hits here may be higher or lower than overall.
SMILES,PAD4 inh,PAFAH1B2 inh,LYPLA1 counter,pPAFAH FP inh,PAFAH1B3 inh,LYPLA2 counter,GSTO1 counter,PAFAH2 FP inh,PME-1 inh
C=CCC(NC(C)c1ccccc1)c1ccco1 (stereo not given),1,-3,1,-1,1,-2,4,1,7
CC(C)(C)c1ccc(NC(=O)C2CCCN(c3cnccn3)C2)cc1 (stereo not given),0,7,-1,3,-1,18,-4,-3,-5
CCOc1cc(C2C(C(=O)OC)=C(C)N=C3SCCC(=O)N32)ccc1OC(C)=O (stereo not given),-2,-1,-2,0,5,-4,-1,4,5
COc1ccc2oc(=O)c(C(=O)NCc3ccco3)cc2c1,2,0,-7,5,4,-9,-1,-11,-1
O=C(c1ccc(N2C(=O)C3C4c5ccccc5C(c5ccccc54)C3C2=O)cc1)N1CCOCC1 (stereo not given),-5,1,4,4,6,-3,4,4,1
Cc1nn(Cc2ccc(Cl)c(Cl)c2)c(C)c1NC(=O)c1noc2c1CCCCC2,-3,7,-1,3,-7,1,-3,12,1
Cc1ccc(S(=O)(=O)Nc2nonc2C)cc1,0,-2,4,8,6,8,-1,-4,-3
COC(=O)c1sccc1-c1ccc(/C=N/OCc2c(Cl)cccc2Cl)o1,4,5,0,5,4,-9,5,3,0
O=C(N/N=C/c1ccc([N+](=O)[O-])o1)c1cccc(S(=O)(=O)N2CCOCC2)c1,-2,6,-1,8,8,7,18,-5,0
Cc1ccc(S(=O)(=O)NCC(=O)N(CC(=O)NC2CCCCC2)Cc2ccco2)cc1,4,-1,-2,3,-8,0,8,4,-7
CCCOc1cc(CN2CCCCC2)cc(C(C)=O)c1,-5,4,-2,2,-4,-4,-2,3,-1
CC(c1ccccc1)n1c(SCC(=O)Nc2ccccc2)n[nH]c1=O (stereo not given),-1,-1,-2,0,-4,-7,3,7,-5

# 3 entries out of the list above, ordered by the number in PAFAH1B3 inh, rising.
SMILES	PAFAH1B3 inh
CC(c1ccccc1)n1c(SCC(=O)Nc2ccccc2)n[nH]c1=O (stereo not given)	-4
Cc1ccc(S(=O)(=O)Nc2nonc2C)cc1	6
O=C(N/N=C/c1ccc([N+](=O)[O-])o1)c1cccc(S(=O)(=O)N2CCOCC2)c1	8

# Results in pPAFAH FP inh (5 entries from above):
mol	pPAFAH FP inh
O=C(N/N=C/c1ccc([N+](=O)[O-])o1)c1cccc(S(=O)(=O)N2CCOCC2)c1	8
O=C(c1ccc(N2C(=O)C3C4c5ccccc5C(c5ccccc54)C3C2=O)cc1)N1CCOCC1 (stereo not given)	4
COC(=O)c1sccc1-c1ccc(/C=N/OCc2c(Cl)cccc2Cl)o1	5
C=CCC(NC(C)c1ccccc1)c1ccco1 (stereo not given)	-1
CC(C)(C)c1ccc(NC(=O)C2CCCN(c3cnccn3)C2)cc1 (stereo not given)	3

# (continued)
SMILES,PAD4 inh,PAFAH1B2 inh,LYPLA1 counter,pPAFAH FP inh,PAFAH1B3 inh,LYPLA2 counter,GSTO1 counter,PAFAH2 FP inh,PME-1 inh
O=S(=O)(N1CCCCC1)N1CCN(c2ccccc2F)CC1,-3,-1,-3,3,-10,-5,-2,6,0
CCC(CC)c1nnc(NC(=O)CN2C(=O)NC3(CCCC3)C2=O)s1,-1,-3,2,9,4,8,-2,-8,1
Cc1cc(C)nc(/N=C2\NC(=O)CC(C(=O)O)N2c2ccc(Oc3ccccc3)cc2)n1 (stereo not given),-2,3,3,-4,5,6,-4,1,-2
O=C(NNc1c(Cl)cc(Cl)cc1Cl)c1cccc([N+](=O)[O-])c1,-2,-1,-4,3,0,-4,-6,9,10
CCOC(=O)N1CCN(C(=O)c2cc3c(-c4cccc(OC)c4)nn(C)c3s2)CC1,6,2,-2,-3,4,1,10,2,0
COc1ccc(NC2c3ccccc3C(=O)N2Cc2ccccc2Cl)cc1OC (stereo not given),-2,2,2,4,-2,7,-4,5,9
COc1ccc(CNC(=O)c2ccc3c(=O)n(-c4ccccc4)c(=O)[nH]c3c2)cc1,1,-2,0,4,4,5,2,-5,-3
Cc1cc(C)n(CC(=O)N/N=C/c2cc(Br)cc([N+](=O)[O-])c2O)n1,-1,-1,3,2,9,0,-6,5,7
CC(C)(C)N(NC(=O)Nc1ccccc1)C(=O)c1ccccc1,-8,1,-1,-4,3,0,2,-5,6
COCC(=O)Nc1ccc(N(C)C)cc1,0,3,2,1,10,7,6,-7,-1
COc1ccccc1N1C(=O)c2ccc(C(=O)Nc3nccs3)cc2C1=O,0,nt,-1,43*,nt,4,-1,nt,1
CCOC(=O)CCC(=O)Nc1ccc(S(=O)(=O)N2CCc3ccccc32)cc1,4,6,-5,9,3,8,-15,0,2
CN(Cc1cccc(Cl)c1Cl)c1ccc(S(=O)(=O)N2CCCCC2)cc1[N+](=O)[O-],-2,-6,-5,2,11,-7,4,0,-7
CCOC(=O)N1CCN(S(=O)(=O)c2ccc(C(=O)NNc3nc4c(C)cccc4s3)cc2)CC1,0,8,2,19,17,9,-10,-13,6
C/C(=N\NC(=O)c1cccs1)c1ccc2ccccc2c1,-2,0,-3,1,12,-7,-1,1,0
O=C1CCCCCCCN1Cc1ccccc1,3,2,-1,-6,2,-9,10,-1,0
O=C(Nc1ncc(Cc2cccc(Cl)c2Cl)s1)c1ccc([N+](=O)[O-])cc1,-4,4,0,8,8,1,2,-6,-2
NC(=O)C1Cc2ccccc2CN1C(=O)c1nn(Cc2ccccc2)c(=O)c2ccccc12 (stereo not given),-1,-1,-2,-2,-1,7,nt,7,-1
Cc1cccc(N(C)C(=O)CCS(=O)(=O)c2cc3c(cc2Cl)NC(=O)CO3)c1,0,-4,2,11,4,3,-9,-2,1
O=C(Nc1ccccc1N1CCOCC1)c1ccncc1,-1,-4,-4,-4,0,-5,nt,3,-3
CCOc1ccc(S(=O)(=O)N2CCN(C(=O)c3cc4ccccc4o3)CC2)cc1,-6,11,nt,3,10,nt,nt,13,nt
COc1ccc(-n2ccn3c(CCC(=O)N4CCN(c5cccc(C)c5C)CC4)nnc3c2=O)cc1,8,-2,-1,-1,4,2,7,1,-1
O=C(Nc1ccc(-c2csc(Nc3cccc(C(F)(F)F)c3)n2)cc1)c1cccc(C(F)(F)F)c1,-3,9,-15,28*,10,-12,1,-13,-1
O=C(NC(=S)NCC1COc2ccccc2O1)c1ccccc1 (stereo not given),-2,4,-6,2,8,-5,5,3,2

# Five compounds already listed, arranged by molecular weight, smallest number first.
SMILES,PAD4 inh,PAFAH1B2 inh,LYPLA1 counter,pPAFAH FP inh,PAFAH1B3 inh,LYPLA2 counter,GSTO1 counter,PAFAH2 FP inh,PME-1 inh
C/C(=N\NC(=O)c1cccs1)c1ccc2ccccc2c1,-2,0,-3,1,12,-7,-1,1,0
CCOc1ccc(S(=O)(=O)N2CCN(C(=O)c3cc4ccccc4o3)CC2)cc1,-6,11,nt,3,10,nt,nt,13,nt
NC(=O)C1Cc2ccccc2CN1C(=O)c1nn(Cc2ccccc2)c(=O)c2ccccc12 (stereo not given),-1,-1,-2,-2,-1,7,nt,7,-1
CN(Cc1cccc(Cl)c1Cl)c1ccc(S(=O)(=O)N2CCCCC2)cc1[N+](=O)[O-],-2,-6,-5,2,11,-7,4,0,-7
COc1ccc(-n2ccn3c(CCC(=O)N4CCN(c5cccc(C)c5C)CC4)nnc3c2=O)cc1,8,-2,-1,-1,4,2,7,1,-1

# Following part.
SMILES,PAD4 inh,PAFAH1B2 inh,LYPLA1 counter,pPAFAH FP inh,PAFAH1B3 inh,LYPLA2 counter,GSTO1 counter,PAFAH2 FP inh,PME-1 inh
O=C(CN1CCN(Cc2ccc(F)cc2)CC1)NCCc1ccccc1,-6,6,-2,-2,1,5,1,2,-3
Cc1ccc(-c2cc(C(=O)Nc3ccc(S(=O)(=O)Nc4cc(C)on4)cc3)c3ccccc3n2)c(C)c1,-4,-1,-3,-1,-3,4,-6,-6,-1
CC(C)c1ccc(CNC(=O)C(=O)NCCCn2ccnc2)cc1,-3,3,-3,-2,7,1,2,4,-2
COc1ccc2oc(=O)c(C(=O)NCc3ccccc3)cc2c1,-1,5,0,6,2,3,0,2,-4
COCCNC(=O)Cn1cc(/C=N/NC(=O)c2ccc(Oc3ccc(O)cc3)cc2)c2ccccc21,2,7,-7,11,4,-4,1,3,3
COc1ccccc1CNC(=O)C1CCN(S(=O)(=O)c2ccc(-n3cnnn3)cc2)CC1,1,9,4,-5,4,9,1,7,0
O=C(CNC(=O)C1CCCCC1)NCCCO,0,2,1,-5,13,1,1,8,-6
Cc1ccc(C)c(C(=O)OCC(=O)Nc2cccc(S(=O)(=O)NC3=NCCCCC3)c2)c1,2,1,0,4,5,-3,5,7,-1
CC1=C(C(=O)O)N2C(=O)C(NC(=O)c3nn(C)cc3[N+](=O)[O-])C2SC1 (stereo not given),-5,nt,-5,3,nt,-5,0,nt,-2
CCN(Cc1ccncc1)C(=O)C1CCN(S(=O)(=O)c2cccs2)CC1,1,-3,2,-2,0,1,4,7,9
NC(=O)C1CCN(CC(=O)Nc2ccccc2Sc2ccc(Cl)cc2)CC1,-1,5,0,3,-1,1,0,0,17
COc1ccc(OC)c(-c2c(=O)n(OCc3ccccc3Br)c3ccccc3[n+]2[O-])c1,1,1,6,-2,8,-2,5,3,2

# A few values from the list.
# COCCNC(=O)Cn1cc(/C=N/NC(=O)c2ccc(Oc3ccc(O)cc3)cc2)c2ccccc21 in PAFAH1B3 inh is listed with 4
# COc1ccc2oc(=O)c(C(=O)NCc3ccccc3)cc2c1 in PAFAH1B2 inh is listed with 5
# Cc1ccc(-c2cc(C(=O)Nc3ccc(S(=O)(=O)Nc4cc(C)on4)cc3)c3ccccc3n2)c(C)c1 in LYPLA1 counter is listed with -3

# Later entries
SMILES,PAD4 inh,PAFAH1B2 inh,LYPLA1 counter,pPAFAH FP inh,PAFAH1B3 inh,LYPLA2 counter,GSTO1 counter,PAFAH2 FP inh,PME-1 inh
CCc1ccc(-c2ccc(SCc3ccccn3)nn2)cc1,-1,-2,-4,4,12,1,1,7,1
CCn1c(SCC(=O)O)nnc1-c1ccccc1,-5,2,0,4,4,-7,-1,0,10
Cc1ccccc1NC(=O)Cn1c(=O)n(C)c2ccccc21,-4,0,-1,-2,0,0,3,6,0
CCOc1ccc(N(CC)C(=O)Cc2c(C(=O)O)n(C)c3ccccc23)cc1,2,4,1,0,12,8,0,1,-6
